# Ecoli viability = E. coli V3065 growth inhibition, primary screen, counter-screen for AddAB inhibitor project, absorbance, OD600; 18 h; inhibition, % at 11.9 µM; actives 0.27% (n = 330,000); AID 449728, 2010;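 active means inhibition above the campaign's mean inhibition across all tested compounds plus 3 SD, cut at about 9.9% in these data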;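 further: uninfected addAB+ strain grown without phage in ampicillin broth; 0% = DMSO wells and 100% = ciprofloxacin 0.95 µg/ml wells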
# PKA-R1A act = activators of PKA-R1A holoenzyme, primary screen, biochemical, fluorescence polarization, Cy5-IP20, bovine R1A, mouse PKAc | AID 504707, 2011 | activation, % at 11.4 µM | cAMP-dependent protein kinase type I-alpha regulatory subunit (Bos taurus) + … | actives 0.083% (n = 340,000) | PKA-R1A dissociation; scaled: DMSO 0%, 113 µM cGMP 100%;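 active means percent activation above the mean of all tested compounds plus 3 SD, cut at about 19% in these data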;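 further: higher means more PKAc released from R1A so a rise in polarization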
# Tat export inh = E. coli Tat export inhibitors, primary screen, MC4100, TorA-mCherry reporter, fluorescence, single point; inhibition, % at 10 µM; actives 0.036% (n = 340,000);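 active means mean replicate inhibition at least 50% and at least half of replicates individually reaching 50%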;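 further: exported cargo escapes ClpAP degradation while cytoplasmic cargo is degraded and loses fluorescence; 0% = median of neutral control wells and 100% = median of NaSCN control wells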
# PKA-R2B act = activators of PKA-R2B holoenzyme, primary screen, biochemical, fluorescence polarization, Cy5-IP20, human; actives 0.079% (n = 340,000); activation, % at 11.4 µM; AID 504700, 2011; PKA-R2B holoenzyme dissociation; R2B truncated from residue 108, S112A mutant; 0% DMSO only, 100% 113 µM cGMP;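 active means activation above a cutoff set at the mean over all compounds plus 3 SD, cut at about 18% in these data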;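 further: higher means more holoenzyme dissociation and a rise in polarization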
# Target sequence (P31323 whole entry, looked up, other chains not shown, the tested form may be a part): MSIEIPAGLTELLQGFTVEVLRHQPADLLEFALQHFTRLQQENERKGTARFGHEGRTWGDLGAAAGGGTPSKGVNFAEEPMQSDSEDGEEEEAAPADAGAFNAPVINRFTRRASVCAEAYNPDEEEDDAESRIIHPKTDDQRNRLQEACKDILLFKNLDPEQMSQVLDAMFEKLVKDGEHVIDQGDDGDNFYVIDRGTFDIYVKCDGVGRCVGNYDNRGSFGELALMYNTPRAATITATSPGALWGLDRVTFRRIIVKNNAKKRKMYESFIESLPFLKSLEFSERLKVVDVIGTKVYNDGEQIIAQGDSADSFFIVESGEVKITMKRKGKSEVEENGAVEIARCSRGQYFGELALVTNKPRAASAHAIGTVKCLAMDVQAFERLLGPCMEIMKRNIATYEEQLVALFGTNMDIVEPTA
# CDK5 inh = inhibitors of human CDK5/p35 kinase, primary screen, biochemical, single concentration; Cyclin-dependent kinase 5 (Homo sapiens) + Cyclin-dependent kinase 5 activator 1 (Homo …; Recombinant CDK5/p35, ADP-Glo luminescence, 60 min; inhibition, % at 10 µM; actives 0.01% (n = 330,000);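 active means highest replicate inhibition of at least 50% and at least 75% of replicates reaching 50%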;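 further: plate controls were DMSO neutral control for no effect and GW8510 at 10 µM for full effect; many of its hits are not listed in these tables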
# phage Ecoli inh = growth loss of phage-infected E. coli, primary screen, RecBCD inhibitor project, absorbance, with phage, HTS | inhibition, % at 11.9 µM | actives 0.26% (n = 360,000) | AID 651602, 2012; in the data active means inhibition above about 11%
# DAGLB inh = DAGLB lipase inhibitors, primary screen, biochemical, fluorescence, HTS. inhibition, % at 5.17 µM. HEK293T DAGLB membrane lysate, EnzChek fluorogenic substrate. AID 504411, 2011. actives 0.059% (n = 340,000). Diacylglycerol lipase-beta (Homo sapiens), Q8NCG7; in the data active means inhibition above about 34%;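 further: 0% = enzyme with vehicle and 100% = wells lacking enzyme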
# Target sequence (Q8NCG7 whole entry, looked up): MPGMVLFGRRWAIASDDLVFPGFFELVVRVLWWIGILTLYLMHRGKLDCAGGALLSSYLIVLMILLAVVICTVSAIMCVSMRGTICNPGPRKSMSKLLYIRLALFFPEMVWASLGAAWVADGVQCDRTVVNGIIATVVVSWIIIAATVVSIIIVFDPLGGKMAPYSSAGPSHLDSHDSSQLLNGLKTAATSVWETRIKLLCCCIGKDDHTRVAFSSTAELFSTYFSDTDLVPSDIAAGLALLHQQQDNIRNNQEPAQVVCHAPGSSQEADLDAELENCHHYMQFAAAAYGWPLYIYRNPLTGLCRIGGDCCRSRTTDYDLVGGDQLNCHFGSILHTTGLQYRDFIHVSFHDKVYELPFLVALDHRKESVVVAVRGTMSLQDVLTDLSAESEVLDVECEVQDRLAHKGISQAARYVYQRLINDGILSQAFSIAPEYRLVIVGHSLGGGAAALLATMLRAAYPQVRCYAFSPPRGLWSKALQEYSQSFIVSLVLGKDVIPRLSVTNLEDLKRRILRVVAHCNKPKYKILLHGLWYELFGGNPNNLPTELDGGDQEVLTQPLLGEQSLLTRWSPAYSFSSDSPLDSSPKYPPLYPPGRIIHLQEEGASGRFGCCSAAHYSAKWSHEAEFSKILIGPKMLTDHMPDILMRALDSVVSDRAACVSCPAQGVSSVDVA
# HTR5A inv ag = HTR5A inverse agonists in luminescence cell assay, primary screen, counter-screen for OPRM1-OPRD1 heterodimer inverse agonist project, full-deck HTS | HTR5A cell line, inverse agonism | actives 0.083% (n = 340,000) | inhibition, % at 9.3 µM; in the data active means inhibition mostly above about 23%, no sharp cut-off; inactive means mostly below about 18%;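 further: 0% = cells with DMSO and 100% = no-cell wells with DMSO; some compounds called inactive have numbers as strong as hits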
# AddAB inh = growth inhibition of E. coli expressing H. pylori AddAB, primary screen, AddAB inhibitor project, absorbance; inhibition, % at 11.9 µM; AID 435030, 2010; actives 0.29% (n = 330,000); in the data active means inhibition above about 12%;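 further: 0% = vehicle wells of infected cells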
# SUMO Mot1 rescue = yeast Mot1-301 growth rescue at high temperature, primary screen, SUMOylation pathway inhibitor project, S. cerevisiae, ATP luminescence, 38.5C; S. cerevisiae Mot1-301 growth rescue; percent above DMSO median, 100 means doubled; growth rescue, % at 18.8 µM; AID 2716, 2010; actives 1% (n = 320,000);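 active means every valid replicate shows activation above 250% relative to neutral control wells; inactive means the rest, any valid replicate at or below 250%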;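 further: OY570 slx delta 5 strain wells were the positive control but not used for scaling; some compounds called inactive have numbers as strong as hits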
# HTR5A ag = HTR5A agonists in luminescence cell assay, primary screen, counter-screen for OPRM1-OPRD1 heterodimer agonist project, full-deck HTS; 5-hydroxytryptamine receptor 5A (Homo sapiens), P47898; cell-based; activation, % at 9.3 µM; actives 0.61% (n = 340,000); in the data active means activation mostly above about 9.5%, no sharp cut-off; inactive means mostly below about 7.6%;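 further: 0% = cells with vehicle only and 100% = reference agonist; strong numbers were not always called active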
# The depositor's hits bear a star; nt = not tested or not shown.
no.	SMILES	Ecoli viability	PKA-R1A act	Tat export inh	PKA-R2B act	CDK5 inh	phage Ecoli inh
1	C=CCN(CC=C)CCCOc1ccc(Br)cc1Cl	0.3	0	-3	2	0.3	3.2
2	CCCSc1nc2c(c(=O)n(C)c(=O)n2C)n1Cc1ccc(C)cc1	0.0	-13	-4	-3	0.0	-0.6
3	O=C(COC(=O)c1ccc(O)cc1O)c1ccc(Cl)cc1	-0.5	5	-5	-5	-0.4	5.6
4	O=C(NCC(c1cccs1)N1CCOCC1)c1cn(-c2ccccc2)nc1-c1ccc(Cl)cc1 (stereo unspecified)	-3.2	-4	-2	10	-0.8	5.6
5	CCOC(=O)CN1N=C(/C=C/c2ccc(OCC)cc2)CCC1=O	-3.0	-1	4	-7	1.5	2.3
6	CC(=O)C1=C(O)C(=O)N(c2cc(C(C)(C)C)on2)C1c1ccc(C(C)C)cc1 (stereo unspecified)	1.2	-2	-4	1	-0.2	nt
7	CCn1c(SCC(=O)C(C)(C)C)nnc1-c1ccccn1	0.4	0	0	-7	-0.6	-2.1
8	Cn1cccc1Cc1nnc(SCC(=O)N2CCc3ccccc32)n1CCc1ccccc1	0.0	-4	13	0	-0.3	1.4
9	CCS(=O)(=O)N1CCN(S(=O)(=O)c2ccccc2[N+](=O)[O-])CC1	2.5	-4	-7	0	1.0	4.0
10	Cc1nc2cc(NC(=O)NC(C)(C)C)ccc2n1C	1.1	-6	3	-6	0.7	7.6

no.	DAGLB inh	HTR5A inv ag	AddAB inh	SUMO Mot1 rescue	HTR5A ag
1	-2	-1	0.0	10	-3
2	-3	-41	-0.2	-26	15
3	-3	-6	-0.5	-1	2
4	-3	6	1.4	2	-2
5	0	3	-2.1	-17	-1
6	22	9	3.4	-16	5
7	3	-24	0.6	-17	-2
8	1	4	5.4	-4	-1
9	0	5	4.6	30	-2
10	-1	13	4.1	-19	-5

# Next records follow.
no.	SMILES	Ecoli viability	PKA-R1A act	Tat export inh	PKA-R2B act	CDK5 inh	phage Ecoli inh
11	COc1ccc(NS(=O)(=O)c2ccc(O)c(NC(=O)c3ccc(S(=O)(=O)N4CCCCCC4)cc3)c2)cc1	0.0	-5	6	-10	-0.2	4.3
12	COc1ccc(-c2noc(-c3ccccc3C(=O)Nc3cccnc3)n2)cc1OC	1.6	2	3	3	0.7	0.0
13	CCNc1nc(-c2cc3ccccc3o2)cs1	-0.5	-5	-5	5	1.0	3.0
14	Cc1cc(=O)oc2cc(NC(=O)C3CCCC3)ccc12	-3.0	-6	-6	4	-0.2	0.9
15	COc1ccc(C)cc1NC(=O)c1cc2ccccc2cc1OCC(=O)NCc1ccco1	-2.5	-3	-15	2	-0.2	0.9
16	COc1cccc(Nc2nnc(SCC(=O)N3CC(=O)Nc4ccccc43)s2)c1	1.3	-6	-3	-5	1.0	4.2
17	Cc1ccc2[nH]c(CNC(=O)c3ccccc3F)cc2c1	0.3	3	1	-5	-0.2	3.5
18	CCOC(=O)c1nnn(-c2ccccc2)c1C	0.2	6	9	-11	-1.5	-0.5
19	CCN(CC)S(=O)(=O)c1ccc(C)c(NC(=O)CNc2cccc(S(=O)(=O)N3CCOCC3)c2)c1	0.1	-3	-3	-3	0.5	3.5
20	COCCCNC(=S)N1CCN(Cc2ccc3c(c2)OCO3)CC1	-0.5	-4	-3	-5	-1.7	2.1

no.	DAGLB inh	HTR5A inv ag	AddAB inh	SUMO Mot1 rescue	HTR5A ag
11	15	-14	-0.2	0	2
12	1	-14	0.1	-11	13
13	-1	19	-0.2	-7	-8
14	0	6	-1.4	-5	-2
15	1	1	3.4	-1	-3
16	3	10	-0.1	-1	-3
17	-2	-39	-0.5	16	0
18	-1	-4	0.9	-7	2
19	-4	2	7.8	5	-1
20	-3	0	-0.9	-9	1

# (list continues)
no.	SMILES	Ecoli viability	PKA-R1A act	Tat export inh	PKA-R2B act	CDK5 inh	phage Ecoli inh
21	COc1ccc(CNC(=O)CCCn2nc(C)c([N+](=O)[O-])c2C)cc1OC	1.9	0	0	-2	-0.1	-1.7
22	COCC(=O)N/N=C(\C)CC(=O)Nc1ccccc1C(N)=O	0.8	-4	0	-9	-0.1	4.6
23	CC(C)c1ccc(/C=C/c2ccc(=O)n(C)n2)cc1	-1.5	1	0	-4	-3.5	4.0
24	CC(=O)N(C(C)=O)c1nc(-c2ccccc2)cn1/N=C/c1cccc([N+](=O)[O-])c1	-1.9	-2	4	8	1.1	1.2
25	Cc1ccccc1C(=O)OC1OC(=O)C(Cl)=C1N1CCOCC1 (stereo unspecified)	-0.3	-2	7	-11	-1.0	2.8
26	CC(C)n1cc(/C=N/Nc2ccc(Cl)c(C(=O)O)c2)c2ccccc21	0.8	-3	-1	-11	-0.6	nt
27	COc1ccc(S(=O)(=O)N2CCC(O)(c3ccc(Cl)cc3)CC2)cc1	2.3	-3	-3	1	-0.4	1.8
28	CNC(=O)c1cnn(-c2nc(-c3ccc(OC)cc3)cs2)c1C(F)(F)F	0.4	7	12	-14	-0.3	-1.9
29	CCCCOc1ccc(NC(=O)Nc2nnc(C)s2)cc1	-0.5	-4	-2	7	0.3	2.9
30	O=C(Cn1nc(-c2cccc([N+](=O)[O-])c2)c2ccccc2c1=O)Nc1cccnc1	2.1	-11	-7	2	-0.2	-1.3

no.	DAGLB inh	HTR5A inv ag	AddAB inh	SUMO Mot1 rescue	HTR5A ag
21	-4	1	0.1	-12	0
22	1	5	3.2	286	1
23	-6	-34	-1.4	6	1
24	-2	1	-2.0	-25	-7
25	-2	4	0.4	1	-2
26	4	26	-1.2	11	0
27	-7	-31	6.5	-22	-1
28	-3	-8	-0.9	91	2
29	-2	-2	1.9	3	1
30	2	30	2.6	7	-1

# More structures follow:
no.	SMILES	Ecoli viability	PKA-R1A act	Tat export inh	PKA-R2B act	CDK5 inh	phage Ecoli inh
31	O=C1Nc2ccccc2C12OCCO2	1.1	-12	-1	-12	3.1	3.7
32	Nc1ncccc1C(=O)OCC(=O)NC1CCCCCC1	0.5	-6	-3	-3	-0.9	-0.4
33	CCc1cc(C(=O)OC)c(NC(=O)CCCC(=O)O)s1	0.6	-4	12	-6	-3.6	0.0
34	CCCCn1c(-c2ccc(Cl)cc2)nc2c(=O)n(C)c(=O)[nH]c21	nt	-4	4	-12	0.7	-1.1
35	O=C(CNCc1ccco1)Nc1ccc(N2CCCCCC2)cc1	-0.8	-6	-6	12	0.4	3.4
36	CC1(C)CC(=O)C(C(C2=C(O)CC(C)(C)CC2=O)c2cccs2)C(=O)C1 (stereo unspecified)	1.6	0	-8	0	0.2	nt
37	Cc1cnc(C(=O)OCC(=O)Nc2sc3c(c2C(N)=O)CCCC3)cn1	0.5	1	-6	-10	1.3	0.7
38	C/C(=N\O)c1ccc(N2C(=O)C3CC=C(Cl)CC3C2=O)cc1 (stereo unspecified)	-0.5	2	2	-5	-0.3	2.4
39	C/C(N)=C(/C#N)C(=O)CN1CCCCC1	0.7	-1	-7	-3	-0.6	1.0
40	COc1ccc(CNC(=O)C2CCCN(Cc3nc(-c4cccc(C)c4)oc3C)C2)cc1 (stereo unspecified)	-0.6	-8	19	-4	0.7	2.8

no.	DAGLB inh	HTR5A inv ag	AddAB inh	SUMO Mot1 rescue	HTR5A ag
31	-1	6	1.6	-6	1
32	0	0	-0.5	-4	0
33	2	-2	1.4	-9	2
34	0	-17	nt	nt	3
35	-2	-16	-0.5	161	2
36	1	11	0.7	nt	-4
37	1	17	-0.8	5	-6
38	0	-1	1.6	-12	0
39	2	-12	-1.4	-5	3
40	-1	-9	-1.2	5	4

# More results
no.	SMILES	Ecoli viability	PKA-R1A act	Tat export inh	PKA-R2B act	CDK5 inh	phage Ecoli inh
41	Cc1ccc(CS(=O)(=O)CCC(=O)NC2CC2)cc1	-1.9	1	9	-2	-1.0	2.3
42	CCc1ccc(-c2nc(CS(=O)CC(=O)NCc3ccccc3)c(C)o2)cc1 (stereo unspecified)	-1.8	0	-2	0	0.1	0.1
43	O=C(CCCOc1ccccc1)N1CCN(C(=O)c2ccco2)CC1	-2.0	15	5	8	1.2	2.0
44	COc1ccc(CCNC(=O)/C=C/c2ccc3ccccc3n2)cc1OC	0.4	-2	-3	4	-0.6	0.0
45	O=C1Nc2ccccc2C(O)(C(=O)NCc2ccc3c(c2)OCO3)N1c1ccc(Cl)c(Cl)c1 (stereo unspecified)	-2.7	-6	-1	6	0.6	7.3
46	O=C(CSc1nc2sc3c(c2c(=O)[nH]1)CCC3)NCCO	1.8	7	2	1	-0.4	0.6
47	CCN1C(=O)c2n[nH]c(C(=O)OC)c2C1=O	-2.2	-13	-3	8	0.2	-0.2
48	CCc1ccc(C2C(C#N)=C(N)N(N(C)C)C3=C2C(=O)CCC3)cc1 (stereo unspecified)	0.5	-2	-5	-4	-0.8	1.4

no.	DAGLB inh	HTR5A inv ag	AddAB inh	SUMO Mot1 rescue	HTR5A ag
41	-2	-5	-0.3	36	4
42	-1	-31	1.2	-11	1
43	1	-5	-0.2	196	0
44	1	14	0.6	232	1
45	5	-27	3.0	334	-1
46	1	-41	1.8	-20	14
47	2	-11	3.7	-3	4
48	2	-1	1.5	85	0

# Reformatted with one line to a screen: 5 of the compounds above.
44: COc1ccc(CCNC(=O)/C=C/c2ccc3ccccc3n2)cc1OC
45: O=C1Nc2ccccc2C(O)(C(=O)NCc2ccc3c(c2)OCO3)N1c1ccc(Cl)c(Cl)c1 (stereo unspecified)
46: O=C(CSc1nc2sc3c(c2c(=O)[nH]1)CCC3)NCCO
47: CCN1C(=O)c2n[nH]c(C(=O)OC)c2C1=O
48: CCc1ccc(C2C(C#N)=C(N)N(N(C)C)C3=C2C(=O)CCC3)cc1 (stereo unspecified)

Screen / compound no. | 44 | 45 | 46 | 47 | 48
Ecoli viability | 0.4 | -2.7 | 1.8 | -2.2 | 0.5
PKA-R1A act | -2 | -6 | 7 | -13 | -2
Tat export inh | -3 | -1 | 2 | -3 | -5
PKA-R2B act | 4 | 6 | 1 | 8 | -4
CDK5 inh | -0.6 | 0.6 | -0.4 | 0.2 | -0.8
phage Ecoli inh | 0.0 | 7.3 | 0.6 | -0.2 | 1.4
DAGLB inh | 1 | 5 | 1 | 2 | 2
HTR5A inv ag | 14 | -27 | -41 | -11 | -1
AddAB inh | 0.6 | 3.0 | 1.8 | 3.7 | 1.5
SUMO Mot1 rescue | 232 | 334 | -20 | -3 | 85
HTR5A ag | 1 | -1 | 14 | 4 | 0

# Screening data: PubChem, several laboratories
